# TDP1 cell CPT: growth inhibition of DT40 Tdp1-/-;hTDP1 cells with camptothecin (screen for TDP1 inhibitors). 420,000 compounds, 12% hits. Potency, µM (highest dose often 46.2 µM), inactives show top-dose activity change, negative = growth inhibition, most hits filed as inhibitors. chicken DT40 Tdp1-/-;hTDP1 cells + 20 nM CPT, ATP luminescence, 48 h. AID 686979; note: nearly all actives have a fitted effect of over 55% in size
#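 Chicken DT40 Tdp1-/- cells stably complemented with human TDP1 were seeded at 400 cells/well in medium containing 20 nM camptothecin, exposed to pin-transferred compounds, and grown at 37 °C for at least 48 hr. Viability was read as ATP luminescence.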
# TDP1 cell noCPT: qHTS for Inhibitors of human tyrosyl-DNA phosphodiesterase 1 (TDP1): qHTS in cells in absence of CPT. DT40 Tdp1-/- hTDP1 cells, no CPT, ATP luminescence, 48 h. Potency, µM (top dose mostly 46.2 µM), without a hit: top-dose activity change, negative = growth inhibition, usual class: inhibitors. 420,000 compounds, 15% hits. AID 686978, 2013; note: nearly all actives have a fitted effect of over 55% in size
#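 Cells were dispensed at 400 per well, compounds added by pin tool, plates incubated ≥48 hr at 37 °C, then CellTiter-Glo added for 30 min at room temperature before luminescence reading. Line: DT40 Tdp1-/- complemented with hTDP1; camptothecin omitted.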
# KAT2A inh: GCN5L2 (KAT2A) acetyltransferase inhibition | 390,000 compounds, 0.21% hits | Potency, µM (highest dose often 58.9 µM), for inactives: at the highest dose activity change, negative = inhibition, most hits filed as inhibitors | GCN5L2 HAT assay, ThioGlo1 CoA-SH fluorescence | Q92830
# Target sequence (Q92830 whole entry, looked up): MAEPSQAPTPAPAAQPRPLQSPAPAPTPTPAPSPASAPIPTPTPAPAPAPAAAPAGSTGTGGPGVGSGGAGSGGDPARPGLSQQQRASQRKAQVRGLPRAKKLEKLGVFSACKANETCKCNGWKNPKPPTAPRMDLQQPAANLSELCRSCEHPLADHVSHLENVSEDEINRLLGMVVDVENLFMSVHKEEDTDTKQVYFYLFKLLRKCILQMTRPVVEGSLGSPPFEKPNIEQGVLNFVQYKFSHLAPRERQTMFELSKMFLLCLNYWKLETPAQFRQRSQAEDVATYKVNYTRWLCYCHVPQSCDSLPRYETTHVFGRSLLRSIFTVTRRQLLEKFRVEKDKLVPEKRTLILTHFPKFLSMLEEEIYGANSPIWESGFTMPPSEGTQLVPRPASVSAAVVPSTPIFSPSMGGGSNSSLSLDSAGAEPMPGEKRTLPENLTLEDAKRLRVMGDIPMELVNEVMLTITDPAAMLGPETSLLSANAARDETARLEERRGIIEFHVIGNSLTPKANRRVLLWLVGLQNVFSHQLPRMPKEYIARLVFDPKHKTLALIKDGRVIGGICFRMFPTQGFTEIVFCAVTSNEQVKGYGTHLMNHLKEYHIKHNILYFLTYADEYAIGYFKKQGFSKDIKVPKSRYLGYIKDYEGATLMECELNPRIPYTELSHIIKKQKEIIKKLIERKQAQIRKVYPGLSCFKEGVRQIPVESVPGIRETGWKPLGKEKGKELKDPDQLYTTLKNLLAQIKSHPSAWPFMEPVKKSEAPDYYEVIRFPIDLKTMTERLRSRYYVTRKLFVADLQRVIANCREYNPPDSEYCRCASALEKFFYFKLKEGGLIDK
#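 Preincubate 20nM GCN5L2 with compound 15 min, RT → add 50uM ThioGlo1 + 75uM H3(1-25) + 70uM acetyl-CoA → read fluorescence 0 and 20 min. Primary qHTS; fluorescent artifacts likely.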
# * marks the source's active call; other numbers are inactive results; ? = inconclusive; . = no result given; & = joins results of further samples. Calls come from the whole dose curve; as a rule, active = well fitted curve in the direction sought with a large enough effect; inconclusive = small, poorly fitted or top-dose-only effect, or another doubt; inactive = no such curve, though single readings can be large; an effect the other way counts as inactive or inconclusive. % is set by controls: 0 for no effect and ±100 for the full control effect; potency is the fitted concentration of half-maximal effect. This is a subset; the hit share may differ from the screen's.
SMILES,TDP1 cell CPT,TDP1 cell noCPT,KAT2A inh
CC(=O)N1c2ccccc2C(=O)C1N1CCN(c2ccccc2F)CC1 (centres undefined),?,?,-3%
COc1ccc(C(=O)Nc2cccc3c2C(=O)NC3=O)cc1S(=O)(=O)N1CCOCC1,-9%,-8%,-13%
COc1cc(OC)cc(C(=O)N[C@H](C(=O)OCC(N)=O)C(C)C)c1,-17%,-8%,-3%
CCN(CC)CCOC(=O)c1ccc(NC(=O)C2(c3ccccc3)CCCC2)cc1,?,?,-5%
CCCN(C(=O)c1ccc(OCC(C)C)cc1)c1c(N)n(Cc2ccccc2)c(=O)[nH]c1=O,2%,2%,-2%
COC(=O)CCCC1=CC2=CC(=O)C(C)(OC(=O)c3cccs3)C(=O)C2=CN1c1ccc(OC)cc1 (centres undefined),5%,0%,-12%
O=C(Nc1nnc(SCc2ccccn2)s1)C1CC(=O)N(c2ccccc2)C1 (centres undefined),-8%,-8%,-2%
CNc1nc(-c2ccccc2)cc(C)c1S(C)(=O)=O,-15%,-6%,?
COc1ccc(C(=O)Nc2ccc(NC(C)=O)cc2)cc1S(=O)(=O)N(C)Cc1ccccc1,-26%,?,-5%
CC(C)(C)c1ccc(C(=O)NCc2nnc(SCC(=O)N3CCCC3)o2)cc1,-18%,?,.
CCOc1ccc(C2=Nn3c(nnc3-c3ccccn3)SC2)cc1,-7%,-19%,-4%
COc1cc(NC(=O)c2sc3nc(C)nc(N4CCOCC4)c3c2C)cc(OC)c1OC,21µM*,12µM*,-10%
N=C1C(c2ccccc2)=C(O)CN1CCCO,?,23%,-4%
COc1cccc(CNC(=O)c2cccc(NC3=NC4CS(=O)(=O)CC4S3)c2)c1 (centres undefined),1%,9%,?
CSc1cccc(NC(=O)CSc2nc3ccccc3o2)c1,-10%,-12%,-2%
COc1ccc(CN(C)CC(=O)NC(=O)Nc2ccccc2F)cc1,-19%,-27%,-5%
COC(=O)c1cc2occc2n1Cc1ccc(F)cc1Cl,-24%,-25%,-5%
O=C(Nc1ccccc1C(F)(F)F)c1cc2ccccn2n1,-30%,-22%,0%
Cc1ccc(C)c(OCC(=O)NCC(c2ccco2)N2CCCCC2)c1 (centres undefined),?,?,-1%
CCN(CC)CCN1C(=O)Cn2c(C)c(C)c3cccc1c32,?,?,-6%&-16%
COc1ccccc1CNC(=O)Cc1c(C)c2c(cc(C)c3c(C)coc32)oc1=O,6%,-1%,-5%
O=C(C1CCCO1)N(c1ccc(F)cc1)C1C=CS(=O)(=O)C1 (centres undefined),2%,-15%,0%
CC(C)COP(=O)(OCC(C)C)C(Nc1ccccc1)c1ccc2c(c1)OCO2 (centres undefined),15µM*,?,?
CC(C)C[C@@]12C(=O)N(c3cccc(Cl)c3)C(=O)N1[C@H](c1ccc(Cl)cc1)[C@@H]1C(=O)N(C3CCCCC3)C(=O)[C@@H]12,-8%,-22%,-5%
COc1cc2nc(NCC3CCCO3)n3nc(-c4cccnc4)nc3c2cc1OC (centres undefined),9.2µM*,21µM*,-3%
CCOC(=O)c1cc(-c2ccc(F)cc2)n(CCC(=O)NC2CCC(C)CC2)c1C (centres undefined),?,16µM*,-2%
O=c1nc(/C=C/c2ccc(O)c(O)c2)oc2ccccc12,-14%,-29%,-10%
O=C1/C(=C/c2cccnc2)Oc2cc(OS(=O)(=O)c3ccccc3)ccc21,?,16µM*,-12%
Cc1ccc2nc(CN3CCN(S(=O)(=O)c4ccccc4)CC3)oc2c1,-26%,-24%,-2%
Cc1ccc(Nc2c(-c3ccc(N4CCOCC4)cc3)nc3cccc(C)n23)cc1,23µM*,23µM*,-1%
O=C(NCCN1CCCCC1)c1cccc2c1C(=O)c1ccc(N3CCCC3)cc1S2(=O)=O,3%,-20%,-1%
O=C(NCC1CCCO1)C1CC(=O)N(c2cccc(Cl)c2)C1 (centres undefined),-5%,3%,-2%
OC(COCc1ccc(Cl)cc1)CN1CCN(c2ccccn2)CC1 (centres undefined),-17%,?,0%
O=C(NC1CCCC1)c1c[nH]c2ccc(S(=O)(=O)Nc3cccc(C(F)(F)F)c3)cc2c1=O,?,21µM*,-16%
Cc1cc(Cl)ccc1OCC(=O)NNC(=O)c1cccs1,-11%,1%,.
CN(c1ccccc1)S(=O)(=O)c1ccc2ccccc2c1,-16%,-24%,-5%
COC(=O)c1ccc(S(=O)(=O)NCc2ccccn2)n1C,-5%,-11%,-2%
Cc1cc(C(=O)OCC(=O)c2ccc(Cl)c([N+](=O)[O-])c2)c2cccc(C)c2n1,?,?,-12%
COc1ccc(NC(=O)c2cc(CN3C(=O)c4ccccc4C3=O)ccc2OC)cn1,?,?,-6%
COc1ccccc1CNC(=O)Cn1c(=O)ccc2cc(S(=O)(=O)N3CCCC3)ccc21,-27%,-29%,-14%
O=C(O)Cn1cc(/C=C/[N+](=O)[O-])c2ccccc21,-1%,-9%,1%
CCCc1nc(SCC(=O)Nc2cc(C)on2)c2c(=O)n(C)c(=O)n(C)c2n1,?,?,-3%
CCCn1nnnc1NC(=O)COc1ccc(Cl)cc1C,?,?,-2%
CC(C)=CC(=O)Nc1nc2ccc([N+](=O)[O-])cc2s1,-15%,-17%,17%
Fc1ccccc1Cn1nnc2c(NCCc3ccccn3)ncnc21,-16%,-29%,-1%
CC(=O)c1ccc2c3c(cccc13)C(=O)N(c1c(C)nn(C)c1C)C2=O,-18%,?,-20%
NC(=O)C1CCN(S(=O)(=O)c2cccc(S(=O)(=O)N3CCCCC3)c2)CC1,-4%,-6%,-7%
CCOC(=O)c1ccc2[nH]c3ccccc3c2c1,?,?,0%
COC[C@H]1CCCN1c1ccc2c(c1)O[C@H](COCc1ccccc1)CN([C@H](C)c1ccccc1)S2(=O)=O,?,18µM*,.
CCOc1ccc2c(c1)-c1c(ssc1=S)C(C)(C)N2C(=O)c1ccco1,5.2µM*,2.9µM*,-6%
O=C(N/N=C/c1ccc2cccnc2c1)c1ccco1,-20%,?,-8%
O=C(Nc1cccnc1)c1cc(-c2ccco2)on1,9.2µM*,?,?
Cc1nc2nc(CSc3ccc(Cl)cc3)cc(=O)n2[nH]1,8%,1%,1%
C=CCN(C(=O)Nc1ccccc1)C1CC(=O)N(c2ccc(OC)cc2)C1=O (centres undefined),-24%,-15%,2%
O=C(NCCCN1CCCC1=O)NC1CCCCC1,-9%,-4%,-3%
O=C(O)C1=C(C(=O)O)C2C=CC1C2,-4%,-13%,.
O=C(NC1CCN(C(=S)NCc2ccco2)CC1)C12CC3CC(CC(C3)C1)C2,?,?,-11%
CC(C(=O)Nc1ccccc1)N(C)CCOc1ccccc1 (centres undefined),-20%,-20%,-4%
Cc1cccc(OCC(=O)Nc2nc3ccc([N+](=O)[O-])cc3s2)c1C,26µM*,?,-9%
CCOC(=O)C1=C(C)N=C2SCCC(=O)N2C1c1ccc(OCc2ccccc2)c(OC)c1 (centres undefined),?,?,-20%

# Single records (already shown):
# Cc1nc2nc(CSc3ccc(Cl)cc3)cc(=O)n2[nH]1 is entered as TDP1 cell CPT = 8%; TDP1 cell noCPT = 1%; KAT2A inh = 1%
# CCOc1ccc2c(c1)-c1c(ssc1=S)C(C)(C)N2C(=O)c1ccco1 is entered as TDP1 cell CPT = 5.2µM*; TDP1 cell noCPT = 2.9µM*; KAT2A inh = -6%

# (list continues)
SMILES,TDP1 cell CPT,TDP1 cell noCPT,KAT2A inh
Cc1ccc(C(=O)NCc2ccc3c(c2)OCO3)cc1N1CCCC1=O,0%,14%,-5%
CC(=O)Nc1ccc(S(=O)(=O)NCCSCc2cccc(Cl)c2)cc1,?,?,-6%
COc1ccc(-c2nc3cnc(N4CCOCC4)nc3n(CCC#N)c2=O)cc1,10%,0%,?
O=C(Nc1ccc(-c2cn3ccccc3n2)cc1)c1cccs1,18µM*,15µM*,-5%
COc1cccc(-c2nc3ccc(O)cc3c(=O)o2)c1,-10%,-10%,-19%
CC1=NN(Cc2cc(C(C)(C)C)c(O)c(C(C)(C)C)c2)C(=O)C1,?,?,-16%
O=C(CN(c1ccccn1)S(=O)(=O)c1ccccc1)N/N=C/c1cccc([N+](=O)[O-])c1,-8%,-6%,6%
O=[N+]([O-])c1ccc(S(=O)(=O)NN=CCCc2ccccc2)cc1,14%,-3%,.
Cc1cccc(OCCSc2nnc(-c3cccs3)o2)c1,-30%,?,-15%
O=C(NCCN1CCN(c2ccccc2)CC1)Nc1cccc(Cl)c1,?,?,-7%
Cc1ccc(NC(=O)c2cc(=O)c3ccccc3o2)cc1,-9%,-13%,?
COc1ccc(N2CCN(C(=O)c3cc([N+](=O)[O-])ccc3N3CCN(CCO)CC3)CC2)cc1,-7%,-8%,-15%
NC1=NCC(O)=C1c1nc2ccccc2[nH]1,-4%,13%,-6%
COc1cc(C(=O)NCC(c2cccnc2)N2CCN(c3ccc(F)cc3)CC2)cc(OC)c1OC (centres undefined),?,21µM*,-3%&-12%
Cc1ccc(-c2cc(C(=O)Nc3ccc(S(=O)(=O)Nc4nc(C)cc(C)n4)cc3)c3ccccc3n2)cc1,25%,7%,-12%
Cc1cc([N+](=O)[O-])c(-c2ccc(/C=N/n3cnnc3)o2)cc1Cl,?,-24%,-11%
C[C@H]1CCC[C@]2(O[C@@H](CCO)C[C@H](O)[C@H]2O)O1,-5%,5%,-1%
COCCn1c(N)c(N(Cc2ccccc2)C(=O)Cc2c(Cl)cccc2Cl)c(=O)[nH]c1=O,2%,-3%,-1%
Cn1ncc2c(NNC(=O)c3ccccc3Cl)ncnc21,1%,-1%,-1%

# By substructure, those above with a Cl atom.
SMILES,TDP1 cell CPT,TDP1 cell noCPT,KAT2A inh
COC(=O)c1cc2occc2n1Cc1ccc(F)cc1Cl,-24%,-25%,-5%
CC(C)C[C@@]12C(=O)N(c3cccc(Cl)c3)C(=O)N1[C@H](c1ccc(Cl)cc1)[C@@H]1C(=O)N(C3CCCCC3)C(=O)[C@@H]12,-8%,-22%,-5%
O=C(NCC1CCCO1)C1CC(=O)N(c2cccc(Cl)c2)C1 (centres undefined),-5%,3%,-2%
OC(COCc1ccc(Cl)cc1)CN1CCN(c2ccccn2)CC1 (centres undefined),-17%,?,0%
Cc1cc(Cl)ccc1OCC(=O)NNC(=O)c1cccs1,-11%,1%,.
Cc1cc(C(=O)OCC(=O)c2ccc(Cl)c([N+](=O)[O-])c2)c2cccc(C)c2n1,?,?,-12%
CCCn1nnnc1NC(=O)COc1ccc(Cl)cc1C,?,?,-2%
Cc1nc2nc(CSc3ccc(Cl)cc3)cc(=O)n2[nH]1,8%,1%,1%
CC(=O)Nc1ccc(S(=O)(=O)NCCSCc2cccc(Cl)c2)cc1,?,?,-6%
O=C(NCCN1CCN(c2ccccc2)CC1)Nc1cccc(Cl)c1,?,?,-7%
Cc1cc([N+](=O)[O-])c(-c2ccc(/C=N/n3cnnc3)o2)cc1Cl,?,-24%,-11%
COCCn1c(N)c(N(Cc2ccccc2)C(=O)Cc2c(Cl)cccc2Cl)c(=O)[nH]c1=O,2%,-3%,-1%
Cn1ncc2c(NNC(=O)c3ccccc3Cl)ncnc21,1%,-1%,-1%
